D3 ag = agonists of human D3 dopamine receptor | D3R DiscoveRx beta-arrestin cells, luminescence, 90 min | actives 0.58% (n = 410,000) | max activation, % | AID 652048; in the data active = max activation above about 30%; also: 0% is about no effect; mostly tested at two doses, the higher about 12 µM
Target sequence (P35462 whole entry, looked up): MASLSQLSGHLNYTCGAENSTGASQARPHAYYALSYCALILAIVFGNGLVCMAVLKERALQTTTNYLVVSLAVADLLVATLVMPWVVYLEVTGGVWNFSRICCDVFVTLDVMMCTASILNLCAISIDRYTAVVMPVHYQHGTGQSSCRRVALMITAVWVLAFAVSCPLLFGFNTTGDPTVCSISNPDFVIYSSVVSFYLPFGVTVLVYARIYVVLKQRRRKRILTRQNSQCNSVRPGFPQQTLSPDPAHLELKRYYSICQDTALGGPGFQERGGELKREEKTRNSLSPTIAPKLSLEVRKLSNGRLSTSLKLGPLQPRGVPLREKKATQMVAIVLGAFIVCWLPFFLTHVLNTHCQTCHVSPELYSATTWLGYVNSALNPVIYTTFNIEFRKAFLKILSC
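Cells at 1500/well, incubated overnight, then treated with pinned compounds (dopamine as control) for 90 min at 37 degrees C. DiscoveRx reagent added for 30 - 60 minutes at room temperature; luminescence read.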
aSyn rescue = rescues yeast growth from alpha-synuclein toxicity; Yeast expressing alpha-synuclein, growth rescue, BacTiter-Glo, 24 h; AID 652106; Potency, µM (series often up to 46.1 µM), for the others: at the top dose growth rescue (activation), actives largely listed as activators; actives 0.14% (n = 370,000); also: potency is read from the fitted curve at half-maximal effect; % of control where 0% means no effect; nearly all actives have a fitted effect of over 65% in size
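Readout is rescue of growth in alpha-synuclein-expressing yeast, so inhibitors of toxicity appear as activators. Growth after 24 hr at 30 deg C in galactose medium is quantified by luminescence.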
EPAC2 antagonist = EPAC2 (human) antagonism; actives 0.18% (n = 360,000); Potency, µM (top dose mostly 114 µM), for inactives: top-dose activity, negative = inhibition, most hits filed as inhibitors; EPAC2 GEF exchange of Rap1B-BODIPY-GDP, fluorescence; AID 720708; Q8WZA2; also: potency is read from the fitted curve at half-maximal effect; % is scaled to controls: 0 for no effect and ±100 for the full control effect; nearly all actives have a fitted effect of over 45% in size; many of its hits are not listed in these tables
EPAC2 agonist = agonists of human EPAC2 (RAPGEF4) | EPAC2 activation, biochemical qHTS; response scale: 100% = 6.5 mM cAMP response | Q8WZA2 | actives 0.079% (n = 360,000) | Potency, µM (doses to about 154 µM), without a hit: at the highest dose activation, usual class: activators | AID 720711; also: potency is read from the fitted curve at half-maximal effect; nearly all actives have a fitted effect of over 50% in size
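Nucleotide exchange monitored as fluorescence drop when BODIPY-GDP leaves Rap1B. Reaction: 100 nM EPAC2, 250 nM RAP1B-BODIPY-GDP, 50 uM GDP, room temperature, kinetic read over 30 min. Activity expressed relative to 6.5 mM cAMP.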
DRD3 antagonist = D3 dopamine receptor (human) antagonism. max response, negative = inhibition, %. actives 2.5% (n = 360,000). D3R cells, DiscoveRx beta-arrestin luminescence, antagonist mode; hits give low values. P35462. AID 652054; in the data active = max response below about -50%; inconclusive = no clear call, values can overlap the other calls; also: % is scaled to controls: 0 for no effect and ±100 for the full control effect; mostly tested at two doses, the higher about 12 µM
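Cells plated overnight at 1500 cells/well, then exposed to library compounds with dopamine controls for 90 minutes at 37 degrees C. DiscoveRx reagent added for 30–60 minutes at room temperature; luminescence read, quantitative HTS format.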
TDP43 rescue = inhibitors of TDP-43 toxicity in yeast. actives 1.8% (n = 410,000). Potency, µM (top dose mostly 46.1 µM), inactives show at the highest dose growth rescue (activation), most hits filed as activators. TDP-43 expressing yeast growth rescue, BacTiter-Glo, 24 h; also: potency is read from the fitted curve at half-maximal effect; % of control where 0% means no effect; nearly all actives have a fitted effect of over 50% in size
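In this qHTS, compounds that restore growth of yeast expressing TDP-43 appear as activators. Cells (OD600=0.02, galactose medium, raffinose-pregrown) are incubated with compound 24 hr at 30 deg C and growth is quantified by BacTiter-Glo.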
Abeta yeast res = A-beta toxicity reversal in yeast; yeast expressing A-beta42, growth rescue, OD600, 48 h; response scale: 0% DMSO, 100% iron-clioquinol control; Potency, µM (series often up to 46.1 µM), inactives show top-dose growth rescue, actives largely listed as activators; actives 0.063% (n = 410,000); AID 1347071; also: potency is read from the fitted curve at half-maximal effect; nearly all actives have a fitted effect of over 55% in size
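Yeast A-beta toxicity model in growth medium with pinned compounds, 48 h at 30 C; growth read as absorbance at 600 nm. Normalized to FeCl3/clioquinol equimolar mix (positive) and DMSO (negative).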
FUS yeast rescue = FUS proteinopathy suppression in yeast; S. cerevisiae FUS-expressing, growth rescue, OD600, 24 h; Potency, µM (titrated, usually from 76.6 µM), without a hit: top-dose growth rescue (activation), hits mostly activators; actives 0.24% (n = 390,000); AID 1347120;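 also: potency is read from the fitted curve at half-maximal effect; plate controls were DMSO vehicle for no effect and reference control for full effect; nearly all actives have a fitted effect of over 55% in size; some results filed as inactive show a strong effect at the top dose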
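Galactose (2%) drives FUS expression in yeast precultured in raffinose; seeding density OD 0.005. Test compounds incubated 24hr at 30C and 99% humidity before absorbance at 600 nm was measured.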
Numbers without * were called inactive; ? = inconclusive; . = no result given; [ ] = dose if it differs, or a comment. Unless noted, calls follow the shape of the dose curve; as a rule, active = well fitted curve in the direction sought with a large enough effect; inconclusive = small, poorly fitted or top-dose-only effect, or another doubt; inactive = no such curve, though single readings can be large; an effect the other way counts as inactive or inconclusive. Not all compounds are listed; rates above refer to the full screens.

SMILES	D3 ag	aSyn rescue	EPAC2 antagonist	EPAC2 agonist	DRD3 antagonist	TDP43 rescue	Abeta yeast res	FUS yeast rescue
O=C(Nc1ccccc1-c1ccccc1)c1ccco1	1	0%	3%	7%	-22	13%	2%	13%
O=C(NC1CCS(=O)(=O)C1)c1ccc(S(=O)(=O)N2CCCCC2)cc1 (stereo unspecified)	6	1%	-19%	4%	-2	-18%	-10%	9%
O=C(C1CC1)n1cc(C(=S)N2CCOCC2)c2ccccc21	0	-14%	3%	-5%	-18	4%	16%	-6%
COc1ccc(Nc2nnc(SCc3cc([N+](=O)[O-])cc4c3OCOC4)s2)cc1	-17	2%	-4%	4%	-7	-10%	14%	11%
Cc1ccc(NC(=O)CN2CCN(CCN=CC3=C(O)CC(c4ccc(C)cc4)CC3=O)CC2)cc1 (stereo unspecified)	6	8%	-19%	-3%	-6	20%[9.22 µM]	-16%	29%
O=C1c2oc3ccc(Cl)cc3c(=O)c2C(c2ccco2)N1CCN1CCOCC1 (stereo unspecified)	2	0%	4%	-1%	15	7%	6%	4%
COc1ccc(C(=O)N2c3cc4c(cc3C(C)=CC2(C)C)OCO4)cc1	-4	-13%	-16%	12%	19	-21%	-11%	14%
CC(C)CC(=O)NC(=S)Nc1ccc(S(=O)(=O)N2CCCC2)cc1	0	-5%	-19%	15%	-19	-4%	-14%	11%
Cc1ccc(OCC(=O)OCc2nc3scc(-c4ccccc4)c3c(=O)[nH]2)cc1C	-1	2%	-2%	4%	5	13%	-10%	0%
CCC(c1nnnn1Cc1cccs1)N1CCN(c2nc3ccccc3s2)CC1 (stereo unspecified)	-5	?	-5%	16%	2	16µM*	-11%	?
CC(CCc1ccccc1)NCC#N (stereo unspecified)	32*	-1%	-1%	2%	-6	2%	9%	-5%
CCN(c1ccc2c(c1)OCO2)S(=O)(=O)c1cc(Br)cc2c1N(C(C)=O)CC2	27	-6%	5%	1%	36	-21%	-4%	35%
O=C(NCc1ccccc1)C(c1ccco1)N(C(=O)c1csnn1)C1CC1 (stereo unspecified)	5	-1%	1%	1%	5	6%	16%	1%
Cc1ccc(NC(=O)CNc2ccc(N3CCOCC3)cc2)cc1S(=O)(=O)N(C)C	6	-3%	-3%	10%	7	14%	-7%	21%
O=c1[nH][nH]cc1C=Nc1ccc(Cl)cc1	6	-6%	23%	3%	18	-9%	-7%	17%
Cn1nnnc1SCC(=O)Nc1ccc(Oc2ccccc2)cc1	6	8%	-6%	2%	9	14%	11%	34%
CCCCCC(=O)Nc1ccccc1N1CCOCC1	4	-2%	7%	-2%	37	18%	-3%	.
CC(OC(=O)CSc1ccc([N+](=O)[O-])cc1)C(=O)NC1CC1 (stereo unspecified)	2	-13%	-3%	-1%	7	11%	-2%	.
CN(Cc1ccc(F)cc1)C(=O)CNC(=O)c1cccs1	-2	2%	1%	-4%	4	26%	1%	-15%
Cc1cccc(NC(=O)CN(C)S(=O)(=O)c2ccc3c(c2)n(C)c(=O)c(=O)n3C)c1C	0	-4%	-3%	2%	3	-4%	6%	34%
COc1ccc(-c2cc(C(=O)Nc3cc(S(=O)(=O)N4CCOCC4)ccc3N3CCOCC3)c3ccccc3n2)cc1	-5	5%	-1%	3%	37	1%	28%	39%
COc1ccc2nc3oc(C(=O)N4CCN(c5cc(C)ccc5C)CC4)cc3cc2c1	-2	.	.	.	.	-5%	-15%	-19%
COC(=O)c1cnn(-c2ccc(F)cc2F)c1/C=N/NC(=S)NC(C)(C)C	-16	-5%	8%	12%	-20	16%	18%	22%
N#CCCSC(=S)C1CCCC1=N (stereo unspecified)	-3	0%	-1%	-1%	-4	?	8%	-9%
COc1ccccc1NC(=O)C1=C(C)NC(=O)NC1c1ccc(C)cc1 (stereo unspecified)	0	4%	9%	0%	-17	2%	5%	-10%
Nc1ccc(-c2cn3cccnc3n2)cc1	3	-4%	-9%	9%	-19	-17%	-5%	19%
CC(=O)N1CCC(=NNS(=O)(=O)c2ccc(C)c([N+](=O)[O-])c2)CC1	1	-5%	15%[57.1 µM]	9%	-14	-9%	-7%	26%
COc1ccc(OC)c(NC(=O)c2oc(=O)c3ccccc3c2-c2ccccc2)c1	3	.	.	.	.	12%	0%	-10%
O=[N+]([O-])c1ccc(/C=C2\CCC(C3=CCCC3)=C2N2CCOCC2)cc1	-2	-1%	-13%	12%	-2	-3%	-34%[inhibitor]	.
O=[N+]([O-])c1cc(C=Nc2ccc3ccccc3c2)ccc1Br	3	8%	-6%	14%	6	5%	-8%	.
CCOC(=O)c1c(NC(=O)COC(=O)C2CCC2)sc(C(=O)N(C)C)c1C	-5	-6%	0%	2%	14	-23%	?	10%
COc1cc(CNC2CCCCCC2)cc(OC)c1	-22	0%	19%	3%	?	-16%	-17%	10%
Cc1ccc(-c2nnc(N)s2)cc1	0	1%	4%	4%	5	7%	8%	-9%
CS(=O)(=O)c1ccc(-c2sc3ccccc3c2C#CCCO)cc1	-1	13%	11%	6%	0	?	-18%	17%
O=C(Cn1ccc(NC(=O)OCc2ccccc2)nc1=O)NCc1ccc2c(c1)OCO2	-18	-9%	3%	3%	-25	-21%	-6%	-2%
CCOCCn1c(CN2CCN(C(=O)c3ccco3)CC2)nc2c1c(=O)n(C)c(=O)n2C	0	0%	-4%	10%	9	22%	-6%	-16%
CCCN=C1N(C)C[C@@H]2[C@@H]3C(=O)N(Cc4ccccc4)C(=O)[C@@H]3[C@](C)(C(=O)OC)N12	14	7%	3%	11%	23	9%	6%	-33%
COc1cccc(NC(=O)C2CCN(S(=O)(=O)c3cccc4nonc34)CC2)c1	-8	.	.	.	.	12%	-1%	-16%
Cc1cccc(C)c1Cn1c(C)c(C(=O)NCc2cccc(Cl)c2)sc1=O	-13	11%	-6%	-4%	-105*	0%	-10%	?
CCOc1ccc(NC(=O)N2CCC(CN3CCc4ccccc4C3)CC2)cc1	-21	.	.	.	.	18%	8%	2%
CC(C)Oc1ccc(Cc2cnc(=S)[nH]c2N)cc1	0	10%	4%	-7%	0	17%	4%	-14%
O=C(NCCCN1CCCCC1)c1ccc(CS(=O)c2ccc(Cl)cc2)o1 (stereo unspecified)	-6	-6%	5%	6%	-29	0%	0%	-2%
COCCn1c(=N)c(C(=O)NC2CCCC2)cc2c(=O)n3cc(C)ccc3nc21	1	.	.	.	.	19%	-7%	-2%
COc1ccc(CN=C(Nc2ccccc2)SC2CC(=O)N(C)C2=O)cc1 (stereo unspecified)	2	0%	3%	-6%	15	14%	12%	.
CCCCCOc1ccc(C(=O)NCC(=O)NCC(=O)OCC)cc1	4	4%	4%	5%	21	16%	11%	-2%
CCCc1cc(=O)oc2cc(C)cc(OCC(=O)NCc3ccccn3)c12	6	-5%	-1%	1%	5	6%	4%	-1%
CCCC(=O)NC(c1ccc(OCC)cc1)c1ccc(OC)c(OC)c1 (stereo unspecified)	-8	-2%	16%	-1%	2	-11%	-2%	0%
COc1ccc(NC(=O)CN(C)C(=O)Cn2cnc3c2c(=O)n(C)c(=O)n3C)cc1	9	-3%	1%	9%	10	-25%	-1%	6%
Cc1cc(C)c2c(-n3cccc3)c(C(=O)NCc3cccc(F)c3)sc2n1	-6	.	.	.	.	22%	-1%	-13%
CN(CC(=O)Nc1ccc(Cl)c(C(F)(F)F)c1)C(=O)C1CCC1	-5	6%	-3%	-5%	-6	9%	?	-17%
(next part)
SMILES	D3 ag	aSyn rescue	EPAC2 antagonist	EPAC2 agonist	DRD3 antagonist	TDP43 rescue	Abeta yeast res	FUS yeast rescue
O=S(=O)(Nc1nc2cc3c(cc2nc1Cl)OCCO3)c1ccccc1	-1	?	-4%	-4%	7	?	-10%	16%
O=C(CS(=O)(=O)c1cccc2nsnc12)Nc1ccccc1Cl	7	2%	.	.	.	0%	3%	-1%
CC1CC(=O)C=C(O)C1C(=O)OC(C)(C)C (stereo unspecified)	-8	0%	-3%	16%	?	0%	-8%	15%
Cc1nc2ccc(NC(=O)c3ccco3)cc2s1	-8	-1%	1%	1%	-12	10%	-2%	.

A draw from above in order of SMILES length, rising:
SMILES	D3 ag	aSyn rescue	EPAC2 antagonist	EPAC2 agonist	DRD3 antagonist	TDP43 rescue	Abeta yeast res	FUS yeast rescue
Cc1nc2ccc(NC(=O)c3ccco3)cc2s1	-8	-1%	1%	1%	-12	10%	-2%	.
CC1CC(=O)C=C(O)C1C(=O)OC(C)(C)C (stereo unspecified)	-8	0%	-3%	16%	?	0%	-8%	15%
CC(C)Oc1ccc(Cc2cnc(=S)[nH]c2N)cc1	0	10%	4%	-7%	0	17%	4%	-14%
CCCCCOc1ccc(C(=O)NCC(=O)NCC(=O)OCC)cc1	4	4%	4%	5%	21	16%	11%	-2%
O=C(CS(=O)(=O)c1cccc2nsnc12)Nc1ccccc1Cl	7	2%	.	.	.	0%	3%	-1%
CCCC(=O)NC(c1ccc(OCC)cc1)c1ccc(OC)c(OC)c1 (stereo unspecified)	-8	-2%	16%	-1%	2	-11%	-2%	0%
O=S(=O)(Nc1nc2cc3c(cc2nc1Cl)OCCO3)c1ccccc1	-1	?	-4%	-4%	7	?	-10%	16%
CCCc1cc(=O)oc2cc(C)cc(OCC(=O)NCc3ccccn3)c12	6	-5%	-1%	1%	5	6%	4%	-1%
Cc1cc(C)c2c(-n3cccc3)c(C(=O)NCc3cccc(F)c3)sc2n1	-6	.	.	.	.	22%	-1%	-13%
COCCn1c(=N)c(C(=O)NC2CCCC2)cc2c(=O)n3cc(C)ccc3nc21	1	.	.	.	.	19%	-7%	-2%
COc1ccc(NC(=O)CN(C)C(=O)Cn2cnc3c2c(=O)n(C)c(=O)n3C)cc1	9	-3%	1%	9%	10	-25%	-1%	6%
